Assay outcomes (PubChem)
HTR1E agonist = 5-HT1E receptor agonists, primary screen, cell-based, HTS. activation, % at 6 µM. CHO 5-HT1E Ga15 NFAT-bla reporter, FRET; 0% DMSO wells, 100% control agonist wells. actives 0.69% (n = 65,000). AID 574, 2007;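 active means activation above a set limit, the screen-wide mean activation plus 3 SD, cut at about 8.5% in these data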;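 further: 100% = positive control agonist at 1 µM giving full maximal response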
S1P1 ag-PAM = S1P1 agonists and agonism potentiators, primary screen, cell-based, primary and confirmation screens, CRE-bla reporter; Sphingosine 1-phosphate receptor 1 (Homo sapiens), P21453; S1P1 CRE-bla cells, forskolin, beta-lactamase FRET, potentiator mode; S1P1 agonist co-added at EC20, 2 nM; 100% = saturating reference agonist, 0% = basal; activation, % at 9.5 µM; actives 0.57% (n = 56,000); AID 449, 2006;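 active means activation above a cutoff set at the mean activation of all tested compounds plus 3 SD, cut at about 54% in these data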;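 further: forskolin at 4 µM as EC80 and the EC20 agonist is SEW2871; 100% = SEW2871 at its EC100 plus forskolin at EC80; some compounds past the cut are filed as inactive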
5-HT1A blocker = human 5-HT1a receptor antagonists, primary screen, cell-based, CHO, Ga15 NFAT-bla reporter. inhibition, % at 10 µM. actives 0.68% (n = 62,000). 5-hydroxytryptamine receptor 1A (Homo sapiens), P08908. CHO 5-HT1a Ga15 NFAT-bla reporter, antagonist mode;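 active means inhibition above the mean of all tested compounds plus 3 SD, cut at about 43% in these data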;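 further: receptor stimulated by 5-CT agonist at 100 nM near EC80; beta-lactamase reporter measured by ratiometric fluorescence of a cleavable substrate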
Target sequence (P08908 whole entry, looked up): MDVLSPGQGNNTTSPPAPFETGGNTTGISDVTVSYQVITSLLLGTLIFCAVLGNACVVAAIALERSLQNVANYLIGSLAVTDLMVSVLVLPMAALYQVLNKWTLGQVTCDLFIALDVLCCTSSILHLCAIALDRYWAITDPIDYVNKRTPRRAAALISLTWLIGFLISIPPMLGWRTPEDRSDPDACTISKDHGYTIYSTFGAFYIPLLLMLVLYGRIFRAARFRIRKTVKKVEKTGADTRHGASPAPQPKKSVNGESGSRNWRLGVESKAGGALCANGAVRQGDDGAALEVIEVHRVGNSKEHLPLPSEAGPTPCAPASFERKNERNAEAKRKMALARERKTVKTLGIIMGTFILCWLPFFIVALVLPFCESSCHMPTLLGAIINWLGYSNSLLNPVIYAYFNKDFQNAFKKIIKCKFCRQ
AP complement = alternative complement pathway inhibitors, primary screen, biochemical, ELISA, human serum, orthogonally pooled compounds; LPS-coated ELISA, C3 deposition; tested in compound mixtures; inhibition, % at 5 µM; actives 0.08% (n = 62,000); AID 1235, 2008;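 active means inhibition above 30% in each of the two pooled mixtures holding the compound, so the lower value exceeds 30%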;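 further: 0% = serum in Mg-EGTA without compound and 100% = EDTA serum blank; some compounds past the cut are filed as inactive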
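Test system: human serum complement alternative pathway, C3 deposition onto LPS / Medium: Mg2+-EGTA GVB++ buffer containing human serum at 1:15 dilution / Probe or stimulus: Plate-bound LPS / Times: 1 h at 37 °C / Signal: ELISA with HRP anti-human C3 antibody, TMB substrate, absorbance 450 nm / Measure: percent inhibition / Repeats: two pool placements per compound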
S1P3 agonist = human S1P3 receptor agonists, primary screen, cell-based, primary and confirmation, NFAT-BLA reporter | S1P3 NFAT-BLA reporter cells, agonism, FRET ratio; relative to 1 µM S1P, basal subtracted | activation, % at 4.5 µM | actives 0.1% (n = 60,000);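 active means activation above the screen-wide mean plus 3 SD, cut at about 4.5% in these data, passing the limit was not always enough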; further: some compounds called inactive have numbers as strong as hits
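material = human S1P3 NFAT-BLA reporter CHO cells | schedule = 4 h compound at 37 °C, 2 h substrate at RT | measured by = fluorescent BLA substrate, ex 405 nm, em 460/535 nm ratio | controls = 1 µM S1P reference | replication = primary once, confirmation triplicate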
HTR1E antagonist = 5-HT1E receptor antagonists, primary screen, cell-based, HTS | CHO 5-HT1E Ga15 NFAT-bla reporter, FRET, antagonist | inhibition, % at 6 µM | actives 0.99% (n = 65,000);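 active means inhibition above a set limit, the mean inhibition across every tested compound plus 3 SD, cut at about 29% in these data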;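 further: signal is the 460 over 535 nm emission ratio of beta-lactamase substrate; 0% = agonist plus DMSO wells and 100% = wells without agonist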
SF1 activator = activators of human SF-1, primary screen, cell-based, CHO-K1, Gal4-SF-1 LBD, luciferase luminescence. actives 1.9% (n = 65,000). CHO-K1 Gal4-SF-1 LBD luciferase reporter; % increase over DMSO SF-1-specific signal. activation, % at 10 µM;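 active means activation above the mean activation of all tested compounds plus 3 SD, cut at about 50% in these data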
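Assay system: CHO-K1 cells co-transfected with Gal4 DBD–human SF-1 LBD, 5xGal4 luciferase reporter / Input: 4,000 cells per well / Incubation: 20 h compound exposure at 37 °C after 1 h cell settling / Detection: SteadyLite luciferase luminescence / Control set: DMSO negative control and −SF1 background wells / Replication: one test per compound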
RORa activator = activators of orphan receptor RORA, primary screen, cell-based, luminescence; CHO-K1 Gal4-RORA LBD luciferase reporter; percent increase over mock-subtracted basal signal; actives 1.5% (n = 65,000); Nuclear receptor ROR-alpha (Homo sapiens), P35398; activation, % at 10 µM; AID 560, 2006;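 active means activation above the mean of all tested compounds plus 3 SD, cut at about 49% in these data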;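 further: 0% = DMSO-treated RORA cells and 100% = added signal equal to DMSO minus mock-transfected cells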
Target sequence (P35398 whole entry, looked up, the tested form may be a part): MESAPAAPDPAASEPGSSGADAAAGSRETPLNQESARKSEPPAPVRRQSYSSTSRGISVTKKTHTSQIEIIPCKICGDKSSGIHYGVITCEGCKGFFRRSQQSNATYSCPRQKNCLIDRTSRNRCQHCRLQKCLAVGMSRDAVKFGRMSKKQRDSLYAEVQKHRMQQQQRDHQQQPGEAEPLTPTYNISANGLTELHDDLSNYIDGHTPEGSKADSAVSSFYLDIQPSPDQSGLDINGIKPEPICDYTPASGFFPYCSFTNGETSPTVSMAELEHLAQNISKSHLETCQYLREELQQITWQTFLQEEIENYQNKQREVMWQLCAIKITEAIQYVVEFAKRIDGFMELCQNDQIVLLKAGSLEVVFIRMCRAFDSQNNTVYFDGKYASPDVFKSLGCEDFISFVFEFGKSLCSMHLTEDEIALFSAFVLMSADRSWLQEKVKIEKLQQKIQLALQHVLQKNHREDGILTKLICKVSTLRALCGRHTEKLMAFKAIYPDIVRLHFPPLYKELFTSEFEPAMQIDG
Ecoli tolC = growth inhibitors of E. coli tolC mutant, primary screen, strain BW25113 ΔtolC::kan, 384-well; OD615; growth inhibition, % at 10 µM (by protocol); actives 2.2% (n = 65,000);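 active means growth inhibition at or above a cutoff equal to the mean over every tested compound plus 3 SD, cut at about 60% in these data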;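 further: growth measured after 20 h incubation at 37 °C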
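signal = optical density read at 615 nm | test system = E. coli ΔtolC::kan strain BW25113 | timing = 20 h compound exposure of bacteria at 37 °C | buffer or medium = LB medium plus 50 µg/mL kanamycin | compound dosing = 10 µM final, single dose | evaluation = % inhibition of E. coli growth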
* hit, by the source's call; . = no result given.

SMILES	HTR1E agonist	S1P1 ag-PAM	5-HT1A blocker	AP complement	S1P3 agonist	HTR1E antagonist	SF1 activator	RORa activator	Ecoli tolC
CCOC(=O)COc1nc(OC)nc(N2CCOCC2)n1	-0.4	6	1	21	-0.3	4	-10	-2	-19
CC1CC(C)CN(c2ncnc3c2cnn3Cc2ccc(Cl)cc2)C1 (centres undefined)	-0.6	-2	16	10	-0.1	-5	-10	17	81*
Cc1oc(-c2ccccc2F)nc1CS(=O)(=O)CC(=O)N1CCOCC1	0.7	-25	-6	15	-0.1	-5	-3	-4	-13
CC(=O)C1=C(O)C(=O)N(Cc2ccco2)C1c1ccc2c(c1)OCO2 (centres undefined)	0.3	-8	-10	-2	-0.9	-10	4	-17	6
N#CCCSc1nc(N2CCOCC2)c2c(c1C#N)CCCC2	-1.2	-2	.	.	-3.3	12	-2	0	10
CC(C)CN1C(=O)NC(NC(=O)c2cccnc2)(C(F)(F)F)C1=O (centres undefined)	-0.7	-5	.	.	-3.4	7	-11	-26	11
COCCNC(=O)C(c1cccs1)N(C(=O)Cn1nnc2ccccc21)c1cccc(C(C)=O)c1 (centres undefined)	-0.2	-14	5	0	-0.1	-12	-12	-25	-8
Cc1cccc(NC(=O)c2cccnc2)c1	0.4	0	1	2	0.0	5	12	7	-14
C=C(C)Cn1c(N2CCCC2)nc2c1c(=O)[nH]c(=O)n2C	1.3	-4	-4	14	-1.2	-5	-20	-2	1
Cc1sc2nc(SCC(=O)Nc3c(C)n(C)n(-c4ccccc4)c3=O)n(C)c(=O)c2c1C	-0.5	17	-4	11	-0.6	-4	7	-2	5
CS(=O)(=O)c1ccc2nc(NC3(C(F)(F)F)N=C4SCCN4C3=O)sc2c1 (centres undefined)	0.7	.	-4	9	1.2	-6	-7	-9	-10
CC12CCC(C(=O)n3c1nc1ccccc13)C2(C)C (centres undefined)	0.4	0	6	15	-0.8	-4	0	8	-6
CCOC(=O)c1[nH]c(C)c(C(=O)NCCCN2CCOCC2)c1C	1.5	-1	-2	12	0.4	-1	-3	5	-12
O=C(CC1Oc2ccccc2NC1=O)NCc1ccccc1 (centres undefined)	0.3	0	-6	3	-0.9	2	-24	-4	-5
COc1ccccc1Cn1nnc2c(=O)[nH]c(C3CCN(C(=O)c4ccccc4Cl)CC3)nc21	0.3	-15	-15	22	0.0	-8	-4	17	18
COc1ccc(N2CCN(S(=O)(=O)/C=C/c3ccccc3)CC2)cc1	-0.7	.	-15	9	-0.3	6	4	1	-8
Cc1c(C(=O)N2CCOCC2)sc2ncnc(N3CCc4ccccc4C3)c12	1.0	-12	-2	22	-0.3	3	29	-3	2
CC1(C)C2CC=C(/C=N/n3cnnc3)C1C2 (centres undefined)	2.3	.	11	6	.	-7	-9	19	0
CCN(CC)c1ccc(NC(=O)CN2CCN(c3ccccc3F)CC2)cc1	0.0	-13	-15	20	-1.1	-5	-4	-3	7
COC(=O)C1=CNC=C(C(=O)OC)C1c1ccc(Cl)cc1	2.7	-33	7	13	0.7	0	-1	-17	22
CC(CN1CCCCC1)OC(=O)c1ccccc1Cl (centres undefined)	-0.2	13	13	11	-1.3	8	-14	-11	-14
O=C(C1CC1c1ccccc1)N1CCN(c2cccc(Cl)c2)CC1 (centres undefined)	0.3	8	24	0	-1.1	-3	-3	13	11
COC(=O)c1ccccc1NC(=O)CN1CCC(C(=O)c2ccc3c(c2)OCCO3)CC1	0.0	2	0	21	-0.6	12	-2	7	25
CCOC(=O)C1CCN(C(=O)CSc2cc(=O)n(CC)c3ccccc23)CC1	-0.5	-20	-4	-2	0.8	-4	13	0	11

Record cards (already shown).
COc1ccccc1Cn1nnc2c(=O)[nH]c(C3CCN(C(=O)c4ccccc4Cl)CC3)nc21 reads HTR1E agonist = 0.3; S1P1 ag-PAM = -15; 5-HT1A blocker = -15; AP complement = 22; S1P3 agonist = 0.0; HTR1E antagonist = -8; SF1 activator = -4; RORa activator = 17; Ecoli tolC = 18
CCN(CC)c1ccc(NC(=O)CN2CCN(c3ccccc3F)CC2)cc1 reads HTR1E agonist = 0.0; S1P1 ag-PAM = -13; 5-HT1A blocker = -15; AP complement = 20; S1P3 agonist = -1.1; HTR1E antagonist = -5; SF1 activator = -4; RORa activator = -3; Ecoli tolC = 7

Next part:
SMILES	HTR1E agonist	S1P1 ag-PAM	5-HT1A blocker	AP complement	S1P3 agonist	HTR1E antagonist	SF1 activator	RORa activator	Ecoli tolC
O=C(COc1ccc(Cl)cc1)Nc1ncccn1	-0.1	.	4	7	-0.9	1	13	-4	-15
CCOc1ccc2[nH]c(=O)c(C(c3nnnn3CC3CCCO3)N3CCc4ccccc4C3)cc2c1 (centres undefined)	-0.1	7	12	15	0.0	0	-2	-6	26
CCCc1cc(C(=O)Nc2ccc(C)cc2)no1	0.0	0	-3	21	-1.0	20	29	6	-15
O=C1CC(SCc2nc3ccccc3[nH]2)C(=O)N1c1cccc(F)c1 (centres undefined)	-0.2	21	2	1	-1.4	1	-3	-16	-9
COc1c2ccoc2nc2c(OC)c(OCC(O)C(C)(C)O)ccc12 (centres undefined)	0.0	-14	0	11	-1.1	-3	9	6	-17
Cc1noc(C)c1S(=O)(=O)N1CCC(C(=O)N(C)Cc2ccccc2)CC1	0.3	.	-13	-1	.	0	-7	12	-7
CCOC(=O)c1ccc(NC(=O)NC(C)C2CCCO2)cc1 (centres undefined)	-0.7	2	8	5	-0.6	3	8	18	-1
CCOC(=O)c1ccc2c(c1)N(CC(=O)N1CCCC1)C(=O)C(C)(C)O2	0.9	-2	-8	-10	0.0	-12	3	-9	-1
Cc1cccc(-n2nnc(C(=O)N3CCc4ccccc4C3)c2N)c1	-0.2	13	-4	12	-0.6	12	7	24	55
CCOC(=O)C1=C(C)NC(=O)NC1c1ccc(OCC(=O)OC)c(OC)c1 (centres undefined)	0.6	8	2	-4	-0.7	1	-2	2	-5
CC1CN(c2nc3c(c(=O)[nH]c(=O)n3C)n2Cc2ccccc2F)CC(C)O1 (centres undefined)	0.8	.	-7	6	.	4	-16	3	17
Cc1ccc(-c2cc(-c3ccccc3Cl)c(C#N)c(N)n2)o1	2.7	-66	-4	18	1.6	-5	2	-14	18
CCOC(=O)c1c(NC(=O)CSc2nnc(-c3ccco3)o2)sc(C(C)=O)c1C	-0.9	3	5	-12	-1.1	-3	9	8	8
Cc1c(C(=O)N2CCN(c3ccccn3)CC2)sc2ncnc(N3CCN(c4ccccc4)CC3)c12	0.9	10	20	7	-1.0	-6	28	15	37
Nc1nc(SCC(=O)N2CCCc3ccccc32)[nH]c(=O)c1-c1ccccc1	-0.4	.	6	-5	0.1	3	-10	-19	27
O=C1N=c2ccccc2=C1c1sc(=S)n(CC2CCCO2)c1O (centres undefined)	-0.1	-40	-23	12	-0.9	-6	-13	-4	-17
COCCNc1nc(SCC(=O)N2CCN(c3ccccc3)CC2)nc2ccccc12	1.3	.	6	-2	.	9	-14	1	4
Cc1ccc2nc(NC(=O)Cn3cc4c(n3)CCCCC4)sc2c1	-0.1	-13	-7	5	-0.2	15	12	16	18
CCOC(=O)C1=C(C)N(C)C(=O)NC1c1cc2c(cc1Br)OCO2 (centres undefined)	-0.2	-15	1	-22	-0.6	3	-10	-6	15
CCCOc1ccc(C2C(C(=O)c3ccc(C)o3)=C(O)C(=O)N2CCN2CCOCC2)cc1OC (centres undefined)	0.1	-3	8	12	0.1	-8	11	-6	-18
Cc1cc(NC(=O)c2cccc(S(=O)(=O)N3CCOCC3)c2)c2ccccc2n1	0.2	.	-4	9	.	-18	-8	7	11
Cn1nc(OCCOc2ccccc2)ccc1=O	-0.5	-32	-5	13	-1.1	-3	0	8	-6
NC(=O)CSc1nc(-c2ccccc2Cl)ns1	0.5	-16	-8	7	-0.8	3	17	19	-4
CCSc1nnc(NC(=O)C2(C)Cc3ccccc3C(=O)O2)s1 (centres undefined)	0.0	-50	-1	-5	0.9	1	3	-18	7
CCOC(=O)C(NC(=O)Nc1ccc(F)cc1)(OCC)C(F)(F)F (centres undefined)	-0.8	-4	1	6	-1.2	6	-10	11	3
Cc1noc(C)c1COc1ccc(C(=O)OC(C)C(=O)Nc2ccc(N3CCOCC3)cc2)cc1 (centres undefined)	120*	2	1	6	0.9	-6	1	-1	-5
CCC(C)(C)NC(=O)C(c1ccc(F)cc1)N(Cc1ccco1)C(=O)CCC(=O)Nc1ccccn1 (centres undefined)	-0.4	5	32	-19	-1.1	-2	-36	-14	20
CSc1n[nH]c(NC2=CC(=O)CCC2)n1	0.4	-6	-20	2	0.0	-1	-1	-1	-16
CCN(CC)C(=O)N1CCC(NC(=O)Cc2ccccc2)CC1	1.0	.	8	18	.	-9	-12	-7	-1
O=C(O)c1cc(-c2ccccc2)c(N2CCOCC2)s1	-0.1	-6	7	3	1.4	7	8	1	-13
C=C1C(C(=O)N2CCOCC2)C1C(=O)N1CCOCC1 (centres undefined)	0.0	-12	-3	19	0.5	7	-3	1	-25
COc1ccc(NC(=O)C(c2ccc(OC)cc2)N(C)C(=O)CNC(C)=O)cc1 (centres undefined)	1.1	-21	-3	-4	-0.7	-14	9	-14	-11
Nc1nonc1C(=O)OCC(=O)N1CCCCC1	0.6	4	5	-10	-0.4	6	-5	8	-10
Cc1cc(C(C)(C)C)cc(S(=O)(=O)NCC(=O)O)c1C	-0.5	-14	8	9	-0.7	2	14	-22	8
COC(=O)c1sc(NC(=O)C2CCCCC2C(=O)O)c(C(=O)OC)c1C (centres undefined)	-0.3	.	-15	4	-0.7	-2	1	-12	30
CN(C)CCCNCCCNC(=O)c1ccncc1	-0.8	-1	-2	-2	-0.3	-2	0	0	-7
Cc1cc(C)nc(SCCC(=O)N2CCOCC2)n1	-0.6	-10	0	7	-0.5	-8	-7	14	-2
C=CCn1c(SCC(=O)Nc2ccc3c(c2)OCO3)nnc1-c1ccccc1OC	-1.4	-12	16	3	-1.8	0	-10	-1	12
